CHO-K1 Ca ag – M1 agonist counterscreen hit in parental CHO-K1 cells | AID 602248 | Fluo-8 calcium fluorescence; scaled to maximal ATP response, vehicle zero | activation, % at 3 µM | hit rate 0.48% among 360,000; in the data active = activation above about 15%;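 note: untransfected CHO-K1 host cells lacking M1 receptor as counterscreen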
M4 antag – antagonists of human muscarinic M4 receptor (CHRM4); CHO-hM4 cells, ACh EC80, Fluo-8 calcium fluorescence; inhibition, % at 3 µM; hit rate 0.73% among 360,000;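 active = inhibition above its plate's cutoff, the mean inhibition of sample wells plus 3 SD, cut at about 27% in these data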;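 note: 0% = acetylcholine EC80 with DMSO and 100% = DMSO without agonist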
Target sequence (P08173 whole entry, looked up): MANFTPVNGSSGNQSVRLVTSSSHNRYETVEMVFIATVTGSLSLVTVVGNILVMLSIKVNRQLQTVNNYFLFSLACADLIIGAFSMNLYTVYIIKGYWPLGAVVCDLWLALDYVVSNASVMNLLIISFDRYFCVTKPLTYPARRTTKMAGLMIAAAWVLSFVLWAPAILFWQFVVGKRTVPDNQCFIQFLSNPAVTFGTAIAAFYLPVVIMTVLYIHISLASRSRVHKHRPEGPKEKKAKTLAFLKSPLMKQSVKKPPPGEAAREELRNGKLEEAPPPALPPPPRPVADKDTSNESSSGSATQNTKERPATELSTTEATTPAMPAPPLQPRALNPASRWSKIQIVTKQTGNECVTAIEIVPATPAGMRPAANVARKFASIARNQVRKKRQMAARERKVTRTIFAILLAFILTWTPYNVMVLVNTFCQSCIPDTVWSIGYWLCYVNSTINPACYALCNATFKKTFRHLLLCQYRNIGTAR
OXTR potentiator – potentiates the human oxytocin receptor response | P30559 | CHO-OTR cells, Fluo-8 calcium fluorescence, potentiator mode; 0% = oxytocin EC15, 100% = EC100 | hit rate 0.061% among 320,000 | activation, % at 3 µM | AID 2445;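 active = activation above that plate's cutoff, the mean activation of tested compounds plus 3 SD, cut at about 6.6% in these data, passing the limit was not always enough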;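 note: 100% uses oxytocin at 75 nM as the full agonist control; some results filed as inactive read as strong as hits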
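Material: human OTR in CHO cells. Compound: 3.0 µM, one dose. Timing: compound 6 min at room temperature before oxytocin, 100 s read. Evaluation: % activation of max/min ratio relative to oxytocin controls. Replication: single well per compound, singlicate. Signal: Fluo-8 calcium dye fluorescence.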
CHRM1 PAM – human CHRM1 positive allosteric modulation. AID 588819. hit rate 0.088% among 360,000. activation, % at 3 µM. P11229. CHO-K1 hM1, Fluo-8 calcium fluorescence, ACh EC20; 0% = ACh EC20, 100% = maximal ACh; in the data active = activation above about 19%, passing the limit was not always enough
Target sequence (P11229 whole entry, looked up): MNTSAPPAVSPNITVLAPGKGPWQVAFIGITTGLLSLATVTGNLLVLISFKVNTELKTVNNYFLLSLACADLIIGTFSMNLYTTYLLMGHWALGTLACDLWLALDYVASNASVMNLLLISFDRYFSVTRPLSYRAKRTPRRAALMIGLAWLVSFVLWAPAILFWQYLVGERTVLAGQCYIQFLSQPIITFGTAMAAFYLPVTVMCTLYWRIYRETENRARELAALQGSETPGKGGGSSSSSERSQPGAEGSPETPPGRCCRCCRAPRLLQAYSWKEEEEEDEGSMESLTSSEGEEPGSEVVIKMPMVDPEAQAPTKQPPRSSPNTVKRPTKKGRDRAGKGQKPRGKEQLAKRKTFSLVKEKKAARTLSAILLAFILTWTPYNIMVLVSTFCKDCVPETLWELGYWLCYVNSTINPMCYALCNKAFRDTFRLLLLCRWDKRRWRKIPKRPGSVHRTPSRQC
CHO-K1 Ca antag – M1 antagonist counterscreen hit in parental CHO-K1 cells; ATP-induced calcium, Fluo-8 fluorescence; inhibition, % at 3 µM; hit rate 0.6% among 360,000; AID 602250;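 active = inhibition above a per-plate cutoff, the plate's mean sample inhibition plus 3 SD, cut at about 24% in these data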;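 note: 0% = DMSO plus EC80 ATP and 100% = DMSO alone without ATP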
CHRM4 agonist – CHRM4 agonism in calcium assay. CHO-K1 hM4/Gqi5, Fluo-8 calcium fluorescence; vehicle 0%, full acetylcholine response 100%. activation, % at 3 µM. P08173. hit rate 0.14% among 360,000;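 active = activation above the run mean over all test wells plus 3 SD, cut at about 32% in these data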;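 note: peak over basal fluorescence ratio per well then scaled between controls; 0% = DMSO wells and 100% = acetylcholine at EC100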
CHO parental Ca – counter-screen: ATP calcium response change in parental CHO cells; inhibition, % at 5.6 µM; parental CHO-K1, ATP-induced calcium, Fluo-8 fluorescence; hit rate 0.63% among 330,000;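 active = inhibition above that plate's mean sample inhibition plus 3 SD, cut at about 26% in these data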;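 note: 0% = ATP-challenged DMSO wells and 100% = DMSO wells without ATP; some compounds past the cut are filed as inactive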
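Material: parental CHO cells / Compound: single nominal dose of 5.6 µM per compound / Signal: Fluo-8 fluorescence / Replicates: singlicate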
CHRM1 agonist – human M1 muscarinic receptor agonism. P11229. CHO-K1 hM1, Fluo-8 calcium fluorescence, agonist mode; 0% DMSO, 100% acetylcholine EC100. activation, % at 3 µM. hit rate 0.33% among 360,000;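 active = activation above the run's mean compound activation plus 3 SD, cut at about 16% in these data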;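 note: peak over basal fluorescence ratio within a 140 s kinetic read after compound addition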
M1 antag – human CHRM1 antagonism. P11229. inhibition, % at 3 µM. hit rate 1.3% among 360,000. CHO-K1 hM1, Fluo-8 calcium fluorescence, ACh EC80 antagonist. AID 588852;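 active = percent inhibition above its own plate's cutoff, namely the mean of that plate's compound wells plus 3 SD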;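 note: peak over basal fluorescence ratio during 140 s after agonist addition; 0% = ACh EC80 plus DMSO and 100% = DMSO alone without agonist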
Starred values were filed as active, the others as inactive; . = not tested or not shown.

SMILES | CHO-K1 Ca ag | M4 antag | OXTR potentiator | CHRM1 PAM | CHO-K1 Ca antag | CHRM4 agonist | CHO parental Ca | CHRM1 agonist | M1 antag
COc1ccc2sc(-c3ccc(S(C)(=O)=O)cc3)c(C#CCO)c2c1 | 0.1 | 6 | -6 | 16 | 6 | 7 | 10 | 6 | 5
CCCC(=O)Nc1nnc(SCC(=O)NCc2cccs2)s1 | -0.4 | 0 | -8 | 2 | 12 | 1 | -15 | -2 | 3
CS(=O)(=O)N(CC(=O)NCc1ccccc1)c1ccc(Cl)cc1 | 0.8 | 4 | -7 | 3 | -12 | 0 | -8 | -2 | -8
O=C(Nc1ccc2sccc2c1)c1cccc(N2C(=O)CCC2=O)c1 | 1.9 | 1 | -6 | 1 | -4 | 7 | -5 | -1 | 0
O=C(COC(=O)c1cccc(Oc2ccccc2)c1)NCc1ccco1 | -0.1 | 1 | -12 | -5 | 2 | 2 | 1 | -4 | -5
CCCn1c(SCC#N)nc2c(c1=O)C1(CCCC1)Cc1ccccc1-2 | -0.1 | 6 | -5 | -7 | 2 | -1 | -13 | -5 | -13
O=C(COc1ccc(Cl)c(Cl)c1)NC1CCS(=O)(=O)C1 (stereo not given) | 1.6 | 5 | -5 | 3 | -10 | 3 | 1 | -2 | -5
Cc1ccc(NC(=O)Cn2nnc(C(=O)NCc3cccs3)c2N)c(C)c1 | 0.1 | 9 | -2 | 12 | -10 | 1 | 0 | -1 | -14
Cc1cccc(OCC(=O)N/N=C2/SCC(=O)N2Cc2ccco2)c1 | 0.0 | -6 | -8 | 5 | -4 | 0 | -12 | -9 | -4
Cc1cc(/C=C2/NC(=O)NC2=O)c(C)n1-c1sc2c(c1C#N)CCCC2 | 0.1 | 0 | 10 | 0 | 0 | 0 | -24 | -4 | 0
CSc1sc(-c2n[nH]c(=S)n2C)c2c1C=CCC2 | 0.1 | 0 | 1 | -1 | -4 | 0 | -43 | -7 | -5
CC(=O)Nc1ccc(CN2CCC(CO)(CCOc3ccccc3)CC2)cc1 | 0.3 | -19 | 4 | -1 | -10 | 2 | -8 | -3 | 1

Looked up one by one from the entries so far (3):
SMILES | CHO-K1 Ca ag | M4 antag | OXTR potentiator | CHRM1 PAM | CHO-K1 Ca antag | CHRM4 agonist | CHO parental Ca | CHRM1 agonist | M1 antag
CSc1sc(-c2n[nH]c(=S)n2C)c2c1C=CCC2 | 0.1 | 0 | 1 | -1 | -4 | 0 | -43 | -7 | -5
CC(=O)Nc1ccc(CN2CCC(CO)(CCOc3ccccc3)CC2)cc1 | 0.3 | -19 | 4 | -1 | -10 | 2 | -8 | -3 | 1
O=C(Nc1ccc2sccc2c1)c1cccc(N2C(=O)CCC2=O)c1 | 1.9 | 1 | -6 | 1 | -4 | 7 | -5 | -1 | 0

Grouped by structure: the compounds so far containing a cyano group.
SMILES | CHO-K1 Ca ag | M4 antag | OXTR potentiator | CHRM1 PAM | CHO-K1 Ca antag | CHRM4 agonist | CHO parental Ca | CHRM1 agonist | M1 antag
CCCn1c(SCC#N)nc2c(c1=O)C1(CCCC1)Cc1ccccc1-2 | -0.1 | 6 | -5 | -7 | 2 | -1 | -13 | -5 | -13
Cc1cc(/C=C2/NC(=O)NC2=O)c(C)n1-c1sc2c(c1C#N)CCCC2 | 0.1 | 0 | 10 | 0 | 0 | 0 | -24 | -4 | 0

The listing continues:
SMILES | CHO-K1 Ca ag | M4 antag | OXTR potentiator | CHRM1 PAM | CHO-K1 Ca antag | CHRM4 agonist | CHO parental Ca | CHRM1 agonist | M1 antag
CC(NC(=O)C12CC3CC(CC(O)(C3)C1)C2)c1ccccc1 (stereo not given) | 1.0 | -13 | -9 | 1 | -8 | 1 | 3 | -1 | -11
O=C(CSc1nc(-c2ccco2)cc(C(F)(F)F)n1)NCCCN1CCOCC1 | 0.4 | -4 | 1 | 8 | -10 | 2 | -9 | -5 | -10
O=C(NCc1nc2ccccc2[nH]1)C1=C[C@@H](c2csc3ccccc23)C[C@@H](OCCCCO)O1 | 1.6 | -1 | -17 | -4 | -19 | 10 | -11 | -8 | 11
CC1=C(C(=O)NCc2ccccc2)C(c2ccccc2OCC(N)=O)NC(=O)N1 (stereo not given) | 0.1 | 1 | -2 | -1 | -12 | 0 | 5 | -4 | 4
COCC(=O)OCC(=O)c1cc(C)n(-c2ccc(Br)cc2)c1C | 10 | 6 | -10 | 7 | 21 | 0 | -11 | -6 | 3
Clc1nc(Nc2ccc(N3CCOCC3)cc2)c2ccccc2n1 | 2.0 | -10 | 2 | 7 | -13 | 4 | -9 | -4 | -9
O=C(Nc1ccc(F)cc1)OCCOc1ccc(Br)cc1 | -0.3 | 7 | -18 | -13 | 3 | -1 | -3 | -7 | 17
Cc1ccc(NC(=O)CN2CCN(c3ccccn3)CC2)cc1S(=O)(=O)N(C)C | -0.1 | 1 | 5 | 2 | -12 | 2 | -7 | -3 | -10
O=C(Cc1ccccc1)NCC(=O)OCc1ccccc1F | 1.4 | 5 | -10 | 2 | -7 | 0 | -5 | -3 | 1
COc1ccccc1N(C)C(=O)c1cc(S(=O)(=O)N2CCCC2)cn1C | 0.1 | -6 | 0 | 2 | -7 | 0 | -5 | -3 | -7
CCOc1ccc(NC(=O)c2ccc(N3CC4CC(C3)c3cccc(=O)n3C4)c(N)c2)cc1 (stereo not given) | 5.2 | 0 | -8 | 3 | 4 | 2 | -17 | 4 | 5
CCCCc1c(O)nc(SCC(=O)NC(C)(C)C)n(-c2ccccc2C)c1=O | -0.4 | -3 | -2 | 5 | 3 | 0 | 0 | 0 | -19

Compounds above that have an aryl methoxy group (two):
SMILES | CHO-K1 Ca ag | M4 antag | OXTR potentiator | CHRM1 PAM | CHO-K1 Ca antag | CHRM4 agonist | CHO parental Ca | CHRM1 agonist | M1 antag
COc1ccc2sc(-c3ccc(S(C)(=O)=O)cc3)c(C#CCO)c2c1 | 0.1 | 6 | -6 | 16 | 6 | 7 | 10 | 6 | 5
COc1ccccc1N(C)C(=O)c1cc(S(=O)(=O)N2CCCC2)cn1C | 0.1 | -6 | 0 | 2 | -7 | 0 | -5 | -3 | -7

Next compounds.
SMILES | CHO-K1 Ca ag | M4 antag | OXTR potentiator | CHRM1 PAM | CHO-K1 Ca antag | CHRM4 agonist | CHO parental Ca | CHRM1 agonist | M1 antag
Cc1ccc(NC(=O)c2sccc2C)nc1 | 2.6 | -1 | -9 | 11 | -12 | 1 | -15 | -3 | -12
COc1c(Cl)cc(Cl)cc1CNc1ccc(S(N)(=O)=O)cc1 | 0.5 | -7 | -9 | 8 | -5 | 3 | -3 | 2 | 2
CCOC(=O)c1ccc2ncc(C(=O)OCC)c(NCCN3CCOCC3)c2c1 | 1.4 | 7 | -1 | 2 | -8 | 1 | -16 | -8 | -7
CCOC(=O)c1c(NC(=O)C2c3ccccc3Oc3ccccc32)sc(C(=O)N(CC)CC)c1C | 0.2 | -8 | -10 | 5 | -7 | -1 | -4 | -1 | -28
COc1ccc(NC(=S)N(Cc2cccnc2)Cc2cc3cc(OC)c(OC)cc3[nH]c2=O)cc1 | 1.1 | 1 | -24 | -14 | -3 | 6 | -18 | -4 | 7
O=C(Nc1cccc(S(=O)(=O)NCc2ccco2)c1)c1cc(-c2ccc(F)cc2)nc2ccccc12 | 4.6 | -3 | -4 | -6 | 5 | 10 | 12 | -4 | 8
C[C@H](NC(=O)[C@@H]1Cc2ccccc2CN1)C(=O)NC1CCCCC1 | 0.6 | -8 | -9 | 3 | -14 | 1 | -21 | -4 | -10
COc1cccc(NC(=O)N(C)C[C@@H]2OCc3cnnn3CCCC(=O)N([C@H](C)CO)C[C@@H]2C)c1 | 0.4 | -7 | . | 9 | 12 | 1 | . | -3 | -10
CC(=O)c1sc(NC(=O)c2cc3c(C)nn(-c4ccccc4)c3s2)nc1C | 0.3 | 3 | -14 | 6 | -3 | 1 | 7 | 0 | -10
N#CC1(NC(=O)CSc2nnc(C3CC3)n2C2CC2)CCCCC1 | 0.1 | -12 | 0 | 5 | -14 | 1 | -20 | -3 | -5
O=C(NCCn1ccc2ccccc21)C1CCCCC1 | 0.3 | 2 | 2 | 1 | 9 | 2 | -11 | -4 | -8
CN(C)/C=C(\C=N\OCc1ccc(Cl)cc1Cl)C(=O)Nc1ccc(Cl)c(Cl)c1 | 1.8 | 11 | -8 | -6 | -4 | 3 | -7 | 3 | 13
CCOc1ccc(CCNC(=O)CSc2cc(=O)n(CC)c3ccccc23)cc1OCC | -0.1 | -10 | 11 | 4 | -7 | 1 | -21 | -9 | -8
CCOc1cc(/C=N/NC(=O)C(=O)NCc2cccnc2)ccc1O | -0.8 | 5 | -1 | 6 | -5 | -1 | -6 | -13 | -1
CCCCN1CC[C@@H]2C=CC[C@H](C(=O)OC)[C@@H]2C1=O | -0.2 | -4 | . | 4 | -4 | 1 | -15 | 0 | -9
COc1ccc(S(=O)(=O)Nc2cc3c4c(c2)CC(=O)N4CCC3)cc1C | 0.5 | -5 | -12 | 8 | -2 | 2 | 0 | -1 | -8
O=C(Nc1ccccc1C(=O)N1CCOCC1)c1cccc(S(=O)(=O)N2CCCC2)c1 | 0.7 | -1 | . | 5 | 0 | 2 | . | -2 | -11
COc1ccc(/C=N/NC(=O)c2ccc(CN3c4cccc5cccc(c45)S3(=O)=O)cc2)cc1 | 1.8 | -4 | -6 | -7 | -6 | 2 | -9 | 16* | -10
O=C(c1ccco1)N1CCCC(c2nc3c(nnn3Cc3cccc(Cl)c3)c(=O)[nH]2)C1 (stereo not given) | 0.2 | -18 | 0 | 11 | 2 | 1 | -24 | -4 | -16
O=C(CCCN1C(=O)/C(=C\c2ccccc2)SC1=S)N1CCOCC1 | 9.5 | -2 | -11 | -9 | -19 | 17 | 33* | 3 | 2
CS(=O)(=O)Nc1cccc(C2=NN(C(=O)c3ccc(F)cc3)C(c3cccs3)C2)c1 (stereo not given) | 4.8 | 19 | -12 | -5 | 11 | 12 | 2 | 0 | 10
CN(C)CC1CCCCC1OC(=O)c1ccc(Br)cc1 (stereo not given) | 1.6 | 3 | -8 | -1 | -12 | 4 | -17 | -7 | 1
COc1ccccc1Cn1c(=S)[nH]c2ccccc2c1=O | 0.4 | -16 | -21 | 6 | -12 | 2 | 10 | -6 | -13
Nc1c(C(=O)NCc2ccccc2)sc2nc(N3CCOCC3)c3c(c12)CCCC3 | 0.2 | -2 | -10 | 10 | -13 | 2 | -27 | -2 | -15
Cc1ccc(CNC(=O)C(=O)NCC(c2ccco2)N2CCOCC2)cc1 (stereo not given) | 0.1 | 1 | -4 | 4 | 6 | 1 | -3 | 0 | 1
Cc1cc(C)nc(N2CCC(C(=O)NCc3ccccc3)CC2)n1 | 0.1 | -2 | 0 | 11 | -9 | 1 | -7 | -4 | -16
CC(C)C(=O)Nc1ccc([N+](=O)[O-])cc1Br | -0.1 | 0 | 0 | 0 | 5 | 0 | 9 | -7 | 0
O=C(N/N=C/c1cc([N+](=O)[O-])ccc1O)c1cc(-c2ccccc2)nc2ccccc12 | 0.3 | -7 | -4 | 6 | -12 | 0 | -16 | -6 | -8
O=C(c1cccs1)c1ccc(-c2cccs2)s1 | 0.7 | -1 | -14 | 5 | -14 | -3 | -9 | -4 | -7
